Screens from PubChem.
proKLK7 act = proKLK7 zymogen activators, primary screen, biochemical, fluorescence intensity. Kallikrein-7 (Homo sapiens), P49862. purified proKLK7, EDANS-DABCYL substrate fluorescence; 100% is mature enzyme control, 0% vehicle. activation, % at 7 µM. 370,000 compounds, 0.9% hits. AID 652039, 2013;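 active = activation above the mean of all tested compounds plus 3 SD, computed per campaign excluding outliers beyond control limits, cut at about 13% in these data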
Target sequence (P49862 whole entry, looked up): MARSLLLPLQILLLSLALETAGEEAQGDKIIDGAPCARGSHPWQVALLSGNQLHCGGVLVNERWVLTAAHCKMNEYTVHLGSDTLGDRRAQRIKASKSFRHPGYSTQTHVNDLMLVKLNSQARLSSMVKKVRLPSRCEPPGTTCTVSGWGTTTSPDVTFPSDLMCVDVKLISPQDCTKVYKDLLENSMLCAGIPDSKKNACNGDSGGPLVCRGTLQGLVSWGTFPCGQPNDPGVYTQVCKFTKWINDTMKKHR
FXN GAA850 act = FXN promoter activators, primary screen, cell-based, luciferase luminescence, HEK293 lucGAA850. AID 540364, 2011. activation, % at 6 µM. HEK293 lucGAA850 FXN promoter luciferase reporter, 24 h; percent of 10 µM SAHA response. 360,000 compounds, 0.56% hits;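 active = activation above the average of all compounds screened plus 3 SD, cutoff fixed separately per campaign, cut at about 7.5% in these data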;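 also: 0% = DMSO wells and 100% = 10 µM SAHA wells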
GC-A act = GC-A stimulated cGMP production enhancers – HEK293 GC-A cells, cGMP TR-FRET, EC30 ANP, primary screen | Atrial natriuretic peptide receptor 1 (Homo sapiens), P16066 | 0% at EC30 ANP, 100% saturating ANP | activation, % at 10 µM | 370,000 compounds, 0.14% hits; in the data active = activation above about 40%
ssDAF12 agonist = S. stercoralis DAF-12 nuclear receptor activators, primary screen, cell-based, luminescence, HEK293, GRIP1 co-expression, lit1-tk-luc. Nuclear hormone receptor DAF-12 (Strongyloides stercoralis). HEK293 ssDAF-12/GRIP1 lit1-tk-luc reporter; % of 3 µM dafachronic acid response. activation, % at 6.8 µM. 370,000 compounds, 1% hits. AID 652126, 2013;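 active = activation above the mean over all tested compounds plus 3 SD, cut at about 0.9% in these data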;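 also: 0% = DMSO-only wells and 100% = 3 µM delta7-dafachronic acid wells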
hgDAF-12 ag = H. glycines DAF-12 receptor agonists, primary screen, cell-based, luminescence, HEK293, GAL4 fusion, UAS-luciferase; Nuclear hormone receptor DAF-12 (Heterodera glycines), GAL4 fusion; HEK293 GAL4-hgDAF12 UAS-luciferase reporter, agonist luminescence; normalized to butyrate control; activation, % at 6.8 µM; 370,000 compounds, 1.8% hits; AID 687014, 2013;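 active = activation above a cutoff set at the mean of all screened compounds plus 3 SD, cut at about 10% in these data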;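 also: 0% = DMSO wells and 100% = sodium butyrate wells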
hcDAF12 agonist = H. contortus DAF-12 nuclear receptor activators, primary screen, cell-based, luminescence, HEK293, lit1-tk-luc reporter; HEK293 hcDAF-12 lit1-tk-luc reporter; 0% DMSO, 100% Δ7-dafachronic acid; 370,000 compounds, 1.4% hits; AID 652067, 2013; activation, % at 6.8 µM;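 active = activation above the mean of all tested compounds plus 3 SD, cut at about 5.5% in these data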;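 also: 100% = response to 3 µM Δ7-dafachronic acid high control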
NPR2 activator = human GC-B receptor activators, primary screen, HEK293 GC-B cells, cGMP TR-FRET, EC30 CNP; activation, % at 10 µM; 370,000 compounds, 0.11% hits; AID 1920062, 2024; Atrial natriuretic peptide receptor 2 (Homo sapiens), P20594; 0% at EC30 CNP, 100% saturating CNP;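 active = activation at 10 µM reaching about 35% in either raw or pattern-adjusted values, limit read from the data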
DAX1 inh-1 = DAX1 (NR0B1) inhibitors on StAR promoter, primary screen, cell-based, luminescence, SF-1 (NR5A1), full-length DAX-1. HEK293T StAR-luciferase reporter, SF-1/DAX-1 repression relief. 370,000 compounds, 1.1% hits. inhibition, % at 6.8 µM. AID 652010, 2013;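 active = inhibition above the mean over all tested compounds plus 3 SD, cut at about 3.6% in these data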;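 also: 0% = DAX-1 cells with DMSO and 100% = cells lacking DAX-1 with DMSO; higher inhibition means more luminescence from relief of DAX-1 repression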
DAX1 inh-2 = DAX1 (NR0B1) inhibitors, primary screen, cell-based, HEK293, Gal4-DAX1, luciferase luminescence; 340,000 compounds, 0.99% hits; inhibition, % at 6.75 µM; AID 504766, 2011; Nuclear receptor subfamily 0 group B member 1 (Homo sapiens), P51843; HEK293 Gal4-DAX1 luciferase reporter;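 active = inhibition above the mean over all tested compounds plus 3 SD, cut at about 4.2% in these data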;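 also: 0% = DAX1-transfected cells with DMSO and 100% = empty-vector control cells with DMSO; inhibition shows as a rise in luminescence from relieved DAX1 repression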
Target sequence (P51843 207-470 limits assumed): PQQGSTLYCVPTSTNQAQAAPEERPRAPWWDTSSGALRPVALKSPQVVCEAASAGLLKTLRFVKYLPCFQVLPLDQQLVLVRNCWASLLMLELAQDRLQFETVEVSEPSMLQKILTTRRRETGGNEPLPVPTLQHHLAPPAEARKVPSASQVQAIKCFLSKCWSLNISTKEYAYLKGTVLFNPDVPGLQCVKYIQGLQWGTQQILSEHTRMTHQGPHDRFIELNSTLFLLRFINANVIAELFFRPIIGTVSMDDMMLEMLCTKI
sPLA2-III inh = human group III sPLA2 inhibitors, primary screen, biochemical, QFRET, BODIPY PC-A2 liposome substrate. QFRET BODIPY PC-A2 liposome hydrolysis, fluorescence. Group 3 secretory phospholipase A2 (Homo sapiens), Q9NZ20. AID 743126, 2013. 370,000 compounds, 0.56% hits. inhibition, % at 12.2 µM;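 active = inhibition above mean plus 3 SD of compounds lying within the high and low control bounds, cut at about 19% in these data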;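 also: 0% = median of test compound wells and 100% = no enzyme DMSO wells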
Target sequence (Q9NZ20 whole entry, looked up): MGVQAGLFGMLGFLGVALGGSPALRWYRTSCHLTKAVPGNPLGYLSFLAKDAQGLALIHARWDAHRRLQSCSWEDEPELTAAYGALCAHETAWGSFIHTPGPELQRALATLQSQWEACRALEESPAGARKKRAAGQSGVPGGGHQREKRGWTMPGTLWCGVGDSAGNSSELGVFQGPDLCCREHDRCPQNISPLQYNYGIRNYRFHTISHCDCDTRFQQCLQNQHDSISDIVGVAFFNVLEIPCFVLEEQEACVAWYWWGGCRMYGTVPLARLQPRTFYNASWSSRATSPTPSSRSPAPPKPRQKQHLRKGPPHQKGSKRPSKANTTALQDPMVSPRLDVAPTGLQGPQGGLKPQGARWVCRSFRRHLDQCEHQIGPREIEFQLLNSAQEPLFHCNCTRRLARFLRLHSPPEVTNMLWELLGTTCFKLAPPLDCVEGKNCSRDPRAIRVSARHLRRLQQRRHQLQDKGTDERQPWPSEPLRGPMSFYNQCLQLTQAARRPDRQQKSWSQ
SMARCA2 act = SMARCA2 (BRM) function activators, primary screen, cell-based, luminescence, high throughput | 370,000 compounds, 1% hits | MG213 cells, MMTV-luciferase reporter, dexamethasone, overnight | activation, % at 9.1 µM; in the data active = activation above about 7.8%;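 also: 0% = vehicle wells and 100% = reference activator wells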
* = called active by the depositor; . = not tested or not shown.

The line under a structure holds: proKLK7 act | FXN GAA850 act | GC-A act | ssDAF12 agonist | hgDAF-12 ag | hcDAF12 agonist | NPR2 activator | DAX1 inh-1 | DAX1 inh-2 | sPLA2-III inh | SMARCA2 act
COc1cc(CC(=O)OCC(=O)N2CCN(C(=O)c3ccco3)CC2)cc(OC)c1OC
    -0.4 | -1.8 | 0 | 0.1 | 1.2 | 0.2 | -1 | -0.3 | 0.0 | -7 | 5
CC(C)c1nnc(NC(=O)CN2C(=O)c3ccccc3C2=O)s1
    0.7 | 0.9 | 2 | -1.4 | 0.7 | -1.5 | 2 | -0.4 | 0.9 | 6 | 4
O=C(CN1CCN(S(=O)(=O)c2ccccc2F)CC1)N1CCc2ccccc2C1
    0.7 | 1.5 | -6 | -1.5 | -1.5 | 0.6 | -3 | -0.2 | -0.1 | 10 | -2
CC(C)(C)NC(=O)COc1ccc(CNCc2ccccn2)cc1
    -0.1 | 1.0 | 1 | -1.4 | 2.8 | 1.2 | 2 | 0.7 | 0.6 | 3 | -1
CCN1C(=O)C(CC(=O)N2CCN(C(c3ccccc3)c3ccccc3)CC2)N(CC)C1=O (stereo not given)
    0.9 | 4.2 | 7 | -1.8 | -0.1 | -2.4 | 1 | 0.8 | 1.3 | 1 | -2
COc1ccccc1OCC(=O)NNC(=O)C1CCN(c2ncnc3sc(C)c(C)c23)CC1
    0.1 | -0.1 | -7 | -1.9 | -3.5 | -3.0 | -3 | -1.5 | -0.5 | -6 | 6
CCN(Cc1ccccc1)C(c1cc2cc(C)cc(C)c2[nH]c1=O)c1nnnn1CCOC (stereo not given)
    1.2 | 2.2 | -2 | 0.0 | 0.8 | -0.2 | 3 | -0.2 | -0.7 | -6 | -1
COc1ccc(N/N=C(\C#N)C(N)=O)cc1
    0.2 | 4.4 | 0 | -1.3 | 2.9 | -0.9 | 2 | 0.8 | 1.2 | 4 | 1
CC(C)CN(C(=O)Cn1c(C(F)(F)F)nc2ccccc21)c1c(N)n(Cc2ccccc2)c(=O)[nH]c1=O
    -0.2 | -1.4 | 0 | -0.6 | -0.2 | 0.0 | -6 | -0.2 | 1.8 | 9 | -3
Cc1cc(NS(=O)(=O)c2ccc(NC(=O)CSc3nnc(-c4ccccn4)n3-c3ccccc3)cc2)nc(C)n1
    0.2 | . | 2 | -1.1 | 3.1 | -1.3 | 2 | -0.9 | . | -19 | -3
CCN(CC)Cc1c(C(=O)N/N=C/c2cccc(OCc3cccc(Cl)c3)c2)nnn1-c1nonc1N
    1.6 | 2.3 | -2 | -0.8 | -1.2 | -2.4 | -6 | 2.0 | 0.2 | -1 | 1
COc1cc(-c2nnc(COC(=O)C3c4ccccc4Oc4ccccc43)o2)cc(OC)c1OC
    0.5 | 0.5 | 2 | -1.3 | -1.6 | -2.4 | 6 | -1.0 | -1.1 | -16 | -4
CCOc1cc(N2CCOCC2)c(OCC)cc1NC(=O)COC(=O)CCOc1ccc(C)cc1
    0.6 | -0.3 | 7 | -1.5 | 0.6 | -1.1 | 14 | -1.6 | 1.2 | 10 | 0
Clc1nc(Nc2ccc(N3CCOCC3)cc2)c2ccccc2n1
    0.1 | 0.1 | 1 | -2.4 | 0.9 | -3.3 | -7 | -1.3 | -1.3 | 3 | -3
CCc1ccc(CN(C)C(=O)c2cc(COc3cc(C)c(Cl)c(C)c3)on2)nc1
    0.9 | 1.4 | 0 | -1.3 | -0.9 | -2.1 | -5 | -1.8 | 0.0 | -17 | -2
O=[N+]([O-])c1cc(CN2CCN(c3ccccc3)CC2)c(O)c2ncccc12
    0.0 | -4.5 | -3 | -1.7 | -8.2 | -0.4 | -3 | -2.5 | -2.1 | 9 | -2
CCOc1ccc(C(=O)NC2=NCCS2)cc1
    -0.5 | . | -2 | 0.0 | 10 | 5.2 | -10 | 2.9 | . | 3 | 7
COc1ccc(NC(=O)c2ccc(COc3ccccc3)o2)c(OC)c1
    -0.2 | -0.1 | 0 | -1.8 | -2.5 | -1.8 | 1 | 0.5 | -1.2 | -4 | 0
O=C(c1cnn(-c2ccccc2)c1)c1cc(Br)ccc1O
    0.6 | -0.2 | 1 | -1.4 | 0.1 | 0.2 | 10 | 2.6 | 0.6 | -9 | -1
Cc1onc(-c2c(F)cccc2Cl)c1C(O)c1ccc(F)cc1 (stereo not given)
    -0.3 | 1.2 | -5 | -0.7 | -1.7 | 1.2 | -2 | -0.6 | . | -15 | -1
CCN(CC(=O)Nc1ccc(NC(C)=O)cc1)C(=O)C12CC3CC(CC(Cl)(C3)C1)C2
    0.1 | -2.3 | -1 | -0.9 | -0.2 | -0.1 | -1 | -0.7 | 1.1 | 10 | -1
CCOC(=O)C(NC(C)=O)C(=O)Nc1ccc(C(C)(C)C)cc1 (stereo not given)
    0.2 | 1.6 | 1 | -1.0 | 0.8 | -0.5 | 3 | 0.2 | 1.0 | -5 | 1
Cc1onc(-c2c(F)cccc2Cl)c1C(=O)Nc1cccc(Cn2cccn2)c1
    -0.2 | -0.2 | -1 | -1.4 | -0.9 | -1.4 | 4 | -1.1 | -0.1 | -11 | -1
CC(C)c1ccc(NC(=O)CSc2ncccc2C(=O)Oc2cccc([N+](=O)[O-])c2)cc1
    0.1 | 4.0 | -1 | 0.5 | 7.0 | 5.3 | -2 | 1.6 | 1.2 | -11 | 1
COC(=O)C1=NNCC12CC(=O)N(c1ccc(Br)cc1)C2=O (stereo not given)
    -0.1 | 2.0 | 1 | -1.3 | 1.2 | -2.0 | 3 | 0.0 | -1.2 | -1 | -1
CCOc1ccccc1NC(=O)[C@@H](NC(=O)c1cccc(S(=O)(=O)N2CCOCC2)c1)C(C)C
    -0.1 | -0.6 | -8 | -0.6 | -2.8 | -1.5 | 3 | -0.3 | -0.2 | -2 | -5
NC(=S)NN=C1c2ccccc2-c2c(F)c(F)c(F)c(F)c21
    0.1 | -1.2 | -17 | 0.2 | 1.8 | 0.4 | 6 | 1.2 | -0.5 | -9 | 0
N/C(=N\OC(=O)Cc1ccc([N+](=O)[O-])cc1)c1cccc(Br)c1
    -0.3 | 1.2 | 1 | -1.7 | -1.3 | -0.3 | -2 | -0.4 | 2.4 | -20 | -1
C/C(=N/OCO/N=C(\C)c1ccccc1)c1ccccc1
    0.6 | -3.2 | -2 | -0.8 | -0.1 | -1.3 | -3 | -1.1 | -0.5 | -3 | -1
O=C(CCN1C(=O)/C(=C/c2ccc(Cl)cc2)SC1=S)NC1C=CS(=O)(=O)C1 (stereo not given)
    -0.1 | -1.4 | -1 | -1.1 | -1.3 | -1.6 | -2 | -0.3 | 0.7 | 5 | -4
O=C(N[C@@H]1c2ccccc2CC[C@@H]1OCc1ccccc1)c1ccc(-c2ccccc2)cc1
    -0.4 | -0.9 | 4 | -0.6 | 4.5 | -1.7 | -3 | 0.8 | -0.8 | 6 | 5
O=C(Nc1ccccc1)c1ccccc1CCc1ccccc1
    0.3 | 1.2 | -4 | -1.1 | -0.4 | -1.2 | -4 | 0.0 | 0.0 | -6 | -2
CCOc1ccc(CCNc2nc3ccc(C)cc3n3cnnc23)cc1OCC
    0.6 | 1.9 | 5 | -1.3 | -0.6 | -1.7 | 3 | -0.2 | 0.6 | 11 | -3
CCOC(=O)C1CCN(Cc2ccc(F)cc2)CC1
    -0.2 | 0.2 | 5 | -1.0 | 1.3 | -0.9 | 1 | 0.5 | 1.7 | 10 | -2
CC(=O)OC(C(=O)NC1CCCCC1)c1ccccc1 (stereo not given)
    -0.4 | 1.1 | 3 | -1.2 | -0.1 | -0.5 | 0 | 0.3 | 0.4 | 5 | -4
Cc1ccc(OC(C)C(=O)Nc2ccccc2C(=O)N2CCOCC2)cc1 (stereo not given)
    -0.2 | 1.5 | 3 | -0.9 | 1.4 | -2.3 | 2 | -0.7 | -0.6 | 2 | -2
Nc1c(N(CCO)C(=O)c2ccccc2OCc2ccccc2Cl)c(=O)[nH]c(=O)n1Cc1ccccc1
    0.2 | -1.4 | -1 | -1.5 | 0.5 | -2.2 | 0 | 1.4 | -0.4 | 5 | 1
CCCCCCc1nnc(NC(=O)c2ccco2)s1
    0.5 | 2.9 | 1 | -1.4 | 4.2 | 1.2 | 3 | 0.2 | 2.0 | 2 | 6
C/C(=C\C(=O)c1ccccc1)Nc1ccc(N2CCOCC2)cc1
    -1.1 | 1.8 | 3 | -1.6 | -3.1 | -0.9 | 2 | -1.5 | 2.0 | 0 | -1
O=C1CCC(=O)N1CCC(c1ccc(F)cc1)c1ccco1 (stereo not given)
    -0.2 | 2.9 | 1 | -1.0 | 0.4 | -1.6 | 3 | 0.4 | 0.5 | -2 | -2
C(=N\Nc1nc2ccccc2[nH]1)/c1ccc2c(c1)OCO2
    -1.2 | 1.7 | -3 | 0.0 | 10 | 4.4 | -5 | 3.3 | 8.0* | 3 | 0

Record cards, from the list above. Screens in order: proKLK7 act | FXN GAA850 act | GC-A act | ssDAF12 agonist | hgDAF-12 ag | hcDAF12 agonist | NPR2 activator | DAX1 inh-1 | DAX1 inh-2 | sPLA2-III inh | SMARCA2 act
Record of COC(=O)C1=NNCC12CC(=O)N(c1ccc(Br)cc1)C2=O (stereo not given) → -0.1 | 2.0 | 1 | -1.3 | 1.2 | -2.0 | 3 | 0.0 | -1.2 | -1 | -1
Record of CC(C)c1ccc(NC(=O)CSc2ncccc2C(=O)Oc2cccc([N+](=O)[O-])c2)cc1 → 0.1 | 4.0 | -1 | 0.5 | 7.0 | 5.3 | -2 | 1.6 | 1.2 | -11 | 1
Record of CCCCCCc1nnc(NC(=O)c2ccco2)s1 → 0.5 | 2.9 | 1 | -1.4 | 4.2 | 1.2 | 3 | 0.2 | 2.0 | 2 | 6

An unsorted share of the library. About 6.7% of those tested had a hit in this group.
